# TSG101-PTAP inh: blocks PTAP/TSG101 interaction to inhibit HIV-1 budding. Fluorescence polarization, FITC-PTAP peptide / Tsg101 binding. Potency, µM (doses to about 115 µM), inactives show top-dose activity change, negative = inhibition, actives largely listed as inhibitors. 340,000 tested, under 10 active. AID 493005; active = well fitted inhibition curve with a large enough effect in the main read-out, with a control signal flat, not every such curve was filed as active; inconclusive = small, poorly fitted or top-dose-only effect, or effect the other way, or a change in a side signal; inactive = no such curve, though single readings can be large or run the other way; note: potency is the fitted concentration of half-maximal effect; % of control where 0% means no effect
#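 Steps: Tsg101 binding domain dispensed (10 uM final), compounds pinned in DMSO, FITC-labeled PTAP-motif peptide added (50 nM final); after 20 min binding at room temperature, polarization measured.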
# ASM inhibitor: inhibitors of human secretory acid sphingomyelinase; P17405; placental ASM, HMU-PC fluorogenic substrate, 60 min; Potency, µM (doses to about 57.5 µM), without a hit: at the top dose activity change, negative = inhibition, usual class: inhibitors; hit rate 0.006% among 340,000; AID 504937; note: potency is the fitted concentration of half-maximal effect
# Target sequence (P17405 47-631 limits assumed): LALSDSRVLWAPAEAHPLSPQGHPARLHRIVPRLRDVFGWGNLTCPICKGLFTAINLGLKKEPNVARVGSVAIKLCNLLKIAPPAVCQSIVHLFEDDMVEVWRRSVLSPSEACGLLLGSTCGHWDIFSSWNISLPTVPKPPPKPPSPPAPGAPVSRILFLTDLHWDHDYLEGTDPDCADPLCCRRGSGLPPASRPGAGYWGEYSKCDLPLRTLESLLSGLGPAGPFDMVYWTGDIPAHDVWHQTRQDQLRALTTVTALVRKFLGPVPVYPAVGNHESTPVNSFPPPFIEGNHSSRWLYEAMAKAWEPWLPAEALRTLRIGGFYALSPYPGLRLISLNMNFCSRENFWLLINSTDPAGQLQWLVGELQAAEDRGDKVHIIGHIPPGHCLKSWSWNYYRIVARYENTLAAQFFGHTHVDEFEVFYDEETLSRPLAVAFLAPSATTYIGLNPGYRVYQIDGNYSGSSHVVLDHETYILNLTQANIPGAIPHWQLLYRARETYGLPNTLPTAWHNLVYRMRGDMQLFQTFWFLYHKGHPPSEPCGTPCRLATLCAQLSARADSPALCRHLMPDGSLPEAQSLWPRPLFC
#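 qHTS format. ASM enzyme prepared from human placenta hydrolyses the fluorogenic substrate HMU-PC0 (9 uM final) over 60 min at 37 °C after a 10 min compound preincubation.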
# CXXC DNA block: inhibitors of human MLL CXXC domain-DNA interaction. MLL-CXXC / FITC-HOXA9 DNA fluorescence polarization. Potency, µM (titrated, usually from 115 µM), without a hit: at the top dose activity change, negative = inhibition, hits mostly inhibitors. hit rate 0.037% among 290,000. Q03164; active = well fitted inhibition curve with a large enough effect in the polarisation, with a control signal flat, not every such curve was filed as active; inconclusive = small, poorly fitted or top-dose-only effect, or effect the other way, or a change in a side signal; inactive = no such curve, though single readings can be large or run the other way; the % refers to the polarisation; note: potency is the fitted concentration of half-maximal effect
#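 Fluorescence polarization: 7 uM MLL-CXXC (stock) preincubated 5 min with compounds, then 50 nM fluorescein-HOX-A9 DNA (stock) added; 30 min ambient. Buffer 50 mM Tris-HCl pH 7.5, 50 mM NaCl, 1 mM DTT, 0.05% BSA.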
# Menin MLL FP TR: inhibitors of human menin-MLL interaction, mutant MLL peptide | O00255 | Potency, µM (doses to about 61.6 µM), without a hit: at the top dose FP activity change, negative = inhibition, actives largely listed as inhibitors | Menin + Texas Red MLL mutant peptide, fluorescence polarization | hit rate 0.23% among 270,000; active = well fitted inhibition curve with a large enough effect in the polarisation, with a control signal flat, not every such curve was filed as active; inconclusive = small, poorly fitted or top-dose-only effect, or effect the other way, or a change in a side signal; inactive = no such curve, though single readings can be large or run the other way; the % refers to the polarisation; note: potency is the fitted concentration of half-maximal effect; % of control where 0% means no effect; many of its hits are not listed in these tables
# a7 integrin act: integrin-mediated muscular dystrophy alleviation activation; AID 624291; alpha7betagal myoblasts, beta-gal FDG fluorescence, 48 h; hit rate 0.064% among 350,000; Potency, µM (highest dose often 38.3 µM), for the others: at the highest dose activation, hits mostly activators;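 note: potency is the fitted concentration of half-maximal effect; 100% = response of the positive control SU9516; nearly all actives have a fitted effect of over 60% in size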
#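 alpha7betagal+/- myoblasts (passage 13, 250/well) treated 48 h at 37C with compounds at 1:260 dilution of DMSO stock. Lysed, then beta-galactosidase activity read as FDG fluorescence (ex 480/em 540) after 30 min, with pre-read for autofluorescence.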
# MBNL1-CUG inh: MBNL1-poly(CUG) RNA binding inhibition. hit rate 0.036% among 280,000. TR-FRET MBNL1-His/biotin-(CUG)12 binding, 665/545 ratio. AID 2675. Potency, µM (highest dose often 57.5 µM), for the others: at the highest dose activity change, negative = inhibition, usual class: inhibitors; active = well fitted inhibition curve with a large enough effect in the signal ratio, with a control signal flat, not every such curve was filed as active; inconclusive = small, poorly fitted or top-dose-only effect, or effect the other way, or a change in a side signal; inactive = no such curve, though single readings can be large or run the other way; the % refers to the signal ratio; note: potency is the fitted concentration of half-maximal effect; % is set by controls: 0 for no effect and ±100 for the full control effect
# Target sequence (Q9NR56 whole entry, looked up): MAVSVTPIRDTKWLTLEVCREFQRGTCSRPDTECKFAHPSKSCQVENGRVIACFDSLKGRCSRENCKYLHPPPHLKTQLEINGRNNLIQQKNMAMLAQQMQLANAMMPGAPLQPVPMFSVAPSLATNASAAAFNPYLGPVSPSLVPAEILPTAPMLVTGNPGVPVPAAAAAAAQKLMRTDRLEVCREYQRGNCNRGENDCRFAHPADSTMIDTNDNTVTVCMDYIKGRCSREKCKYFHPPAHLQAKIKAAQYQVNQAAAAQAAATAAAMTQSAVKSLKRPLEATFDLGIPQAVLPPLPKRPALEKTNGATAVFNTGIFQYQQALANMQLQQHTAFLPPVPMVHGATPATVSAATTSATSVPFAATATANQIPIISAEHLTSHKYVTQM
#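 TR-FRET between His-tagged MBNL1 and biotin-(CUG)12 RNA, detected with Tb anti-His antibody (0.055 ng/ul) and streptavidin-XL665 (5 nM), 60 min at room temperature. Compounds titrated 92 nM to 58 uM; 665/545 nm ratio normalized to buffer and complex controls.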
# A-T KAP1 phos: potential ataxia-telangiectasia treatment; Potency, µM (highest dose often 57.5 µM), inactives show top-dose activation, hits mostly activators; AID 485349; […] A-T fibroblasts, KAP-1 phosphorylation AlphaLISA; neocarzinostatin DNA damage 30 min before lysis; hit rate 0.19% among 320,000; note: potency is the fitted concentration of half-maximal effect; % of control where 0% means no effect; nearly all actives have a fitted effect of over 45% in size
#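 ATM-like activity read as KAP-1 phosphorylation via AlphaLISA donor/acceptor antibody pairs after lysis and 6 hr at 25C. Cells were ATM-null patient fibroblasts ([…], hTERT), dosed 60 min, then exposed to the DSB inducer NCS for 30 min.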
# TSHR antag: blocks TSH signaling through the human TSH receptor | AID 504810 | activity change, negative = inhibition, % at 11.5 µM | TSHR-expressing cells, TSH-stimulated cAMP HTRF, 2 h; active compounds read low | P16473 | hit rate 0.2% among 330,000;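 active = activity change below a set negative limit, meaning inhibition stronger than a set level, cut at about -70% in these data; inconclusive = activity change between two set negative limits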; note: % is set by controls: 0 for no effect and ±100 for the full control effect
#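 Antagonism was scored as loss of TSH-driven cAMP in TSHR cells, stimulated with 4nM TSH (EC80) for 2 hours at 37 deg C and detected by homogeneous HTRF competition immunoassay.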
# TCR activator: activates T cell receptor signaling. Potency, µM (top dose mostly 9.22 µM), for the others: top-dose activation of IL-2 secretion, actives largely listed as activators. primary human leukocytes, anti-CD3, IL-2 HTRF, 48 h. 330,000 tested, under 10 active; note: % of control where 0% means no effect
#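 1) Mix primary human leukocytes, a-CD3 beads and compound. 2) Incubate 48 hr. 3) Add HTRF IL-2 reagents (a-IL-2-K, a-IL-2-d2).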
# Mito fusion yeast: inhibitors of mitochondrial division or activators of mitochondrial fusion; S. cerevisiae fusion-defective mutant growth rescue, CellTiterGlo 48 h; hit rate 0.23% among 320,000; AID 485298; Potency, µM (titrated, usually from 46.1 µM), for inactives: top-dose growth rescue (activation), most hits filed as activators;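 note: potency is the fitted concentration of half-maximal effect; % of control where 0% means no effect; nearly all actives have a fitted effect of over 45% in size; temperature-sensitive fusion mutants such as fzo1-1 at 37 °C on non-fermentable ethanol glycerol medium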
#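 Growth-rescue viability read-out: after 48 h at the non-permissive 37C in glycerol/ethanol YPEG, yeast mitochondrial fusion mutants are measured by CellTiterGlo luminescence; compounds (23 nl pinned per well) restoring growth score as division inhibitors or fusion activators.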
# * marks the source's active call; other numbers are inactive results; u = inconclusive; x = no result given; [ ] = another dose, or the depositor's remark. Unless noted, calls come from the whole dose curve; as a rule, active = well fitted curve in the direction sought with a large enough effect; inconclusive = small, poorly fitted or top-dose-only effect, or another doubt; inactive = no such curve, though single readings can be large; an effect the other way counts as inactive or inconclusive.
SMILES,TSG101-PTAP inh,ASM inhibitor,CXXC DNA block,Menin MLL FP TR,a7 integrin act,MBNL1-CUG inh,A-T KAP1 phos,TSHR antag,TCR activator,Mito fusion yeast
CCOC(=O)/C(C#N)=C/c1ccc(N2CCN(C)CC2)cc1,1%,8%,6%,13%,5%,u,-13%,1,0%[46.1 µM],-1%
Cc1cccc(NC(=O)CSc2nnc(CNC(=O)c3cccs3)o2)c1C,1%,0%,15%,-18%,-17%,-1%,-2%,15,-1%,-3%
Cc1ccc(NC(=S)N(CCCN2CCOCC2)Cc2ccccn2)cc1,-1%,6%,-1%,-16%,-9%,5%,-3%,16,-1%[46.1 µM],-1%
CC(C)Cc1[nH]c(=O)c(C#N)c2c1COC(C)(C)C2,-2%,1%,8%,-3%,-13%,-5%,-6%,-1,-5%,-2%
Cc1ccc(N(C)S(=O)(=O)c2cccc(C(=O)NNC(=O)c3ccncc3)c2)cc1,0%,10%,x,x,17%,x,0%,-8,-3%,-1%
Cc1cc(C)nc(SCc2nnc(SCC(=O)Nc3nc(-c4ccccc4)cs3)n2C)n1,-3%,-5%,1%,-1%,-43%,-5%,0%,-5,2%[46.1 µM],-2%
Cc1cc(=O)oc(C)c1C(=O)NCCCN1C(C)CCCC1C (centres undefined),-9%,10%,u,u,-2%,-12%,-3%,1,1%,1%
CC(Sc1nnc(Cc2ccccc2)o1)C(=O)Nc1ccccc1[N+](=O)[O-] (centres undefined),-1%,3%,x,x,0%,x,-7%,18,x,-2%
O=C(NCc1ccco1)c1ccccc1-c1ccccc1,-9%,3%,-5%,0%,0%,-14%,x,1,10%,-2%
CC(C)N(Cc1ccccc1)C(=O)Cn1c(=O)cnc2ccccc21,-2%,13%,-6%,x,14%,u,2%,6,8%,4%
Cc1ccc(C(CNS(=O)(=O)c2ccc(F)cc2)N2CCN(C)CC2)cc1 (centres undefined),-1%,-2%,x,x,1%,x,4%,-4,-1%,12%
NC(=O)N/N=C/c1coc2ccc3ccccc3c2c1=O,-4%,-1%,5%,x,7%,8%,0%,-2,7%,0%
COc1ccc(C)cc1S(=O)(=O)Nc1cccc(-c2cn3cccnc3n2)c1,1%,117%[activator],26%,5%,-35%,u,6%,-7,-1%,-1%
COCCn1c(-c2ccccc2Cl)nc2c(c(=O)c3ccccc3n2C)c1=O,-5%,0%,26%,5%,-4%,x,-2%,-5,2%[46.1 µM],-2%
C[C@@H]1CCC[C@]2(O[C@H](CCO)C[C@H](O)[C@H]2O)O1,-11%,2%,6%,x,12%,-2%,68%,27,1%,3%
CCCCNc1nc2c(-c3ccccc3)nnn2c2ccccc12,1%,157%[activator],5%,x,12%,x,1%,8,-1%,5%
COc1ccc(C(=O)NCC(=O)OCCCOC(=O)CNC(=O)c2ccc(OC)c(OC)c2)cc1OC,-3%,3%,-6%,u,-10%,-2%,2%,-6,-3%,-3%
O=C1CN2NC(=S)N(c3ccccc3)C2=CN1c1ccc(Cl)cc1,-3%,-1%,-7%,7%,2%,-9%,1%,-5,1%,4%
c1csc(-c2noc(CN3CCOCC3)n2)c1,2%,-3%,1%,x,11%,-5%,1%,4,2%,-3%
O=C(CC(c1ccccc1)c1ccccc1O)NCCc1ccccc1 (centres undefined),-2%,-2%,-3%,12%,-6%,-7%,-9%,-5,-2%,14%
C=CCN1C=C2C(=O)C(C)(OC(=O)c3cccs3)C(=O)C=C2C=C1CCCC(=O)OC (centres undefined),0%,8%,-7%,-13%[11.7 µM],0%,u,-29%,1,1%,-13%
CCCCNC(=O)CNC(=S)N(Cc1ccccc1)Cc1cccs1,-3%,-3%,1%,-11%,-8%,-5%,1%,2,1%,18%
Oc1ccc(NCc2cccc(OCc3ccccc3)c2)cc1,-6%,-5%,2%,u,-12%,u,21%,-1,-9%,-1%
COc1cccc(C(=O)NC2CCN(CC(=O)NCc3ccccc3OC)CC2)c1,-5%,1%,5%,-10%,-6%,-8%,3%,-5,20%,-6%
O=C(CN1C(=O)c2ccccc2C1=O)NN1C(=O)c2ccccc2C1=O,0%,2%,7%,4%,-1%[7.66 µM],31%[activator],0%,4,x,0%
COCc1nnc(NC(=O)CCS(=O)(=O)c2ccccc2)s1,0%,0%,u,-10%,-58%[inhibitor],1%,-4%,2,-1%,-26%
Cc1nn(CC(=O)NCCc2ccccc2)c(=O)c2cccn12,-4%,3%,-3%,0%,-14%,-5%,4%,-11,3%,-8%
COc1cc(SC)ccc1C(=O)OCc1nc2ccsc2c(=O)[nH]1,-2%,-2%,x,x,23%,x,-3%,-9,0%,-3%
COc1ccc2nc(SCC(=O)Nc3cc(OC)c(OC)cc3C(=O)O)c(C)cc2c1,-1%,10%,33%,u,-26%,-24%,0%,1,6%,4%
COc1cccc(C(=O)Nc2ccc(N(C)C)cc2)c1OC,-6%,-2%,-9%,x,-12%,4%,-10%,-17,-3%,-5%
CCOC(=O)c1c(NC(=O)C(C)N2CCN(S(=O)(=O)c3cccs3)CC2)sc2c1CCC(C)C2 (centres undefined),-4%,2%,8%,-12%,26%,11%,1%,15,5%[46.1 µM],-4%
O=C1[C@H]2[C@@H](C3CC3)N3C(=O)CN(CC4CC4)C(=O)[C@@]3(Cc3ccccc3)[C@H]2C(=O)N1c1ccccc1,0%,6%,x,x,-1%,x,-5%,17,-4%,x
O=C(CN1C(=O)NC2(CCCCC2)C1=O)NCCc1c[nH]c2ccccc12,-1%,3%,12%,x,-26%,-1%,-1%,7,-8%,-1%
CCSc1nnc(Cn2c(=O)sc3ccccc32)n1C,-2%,3%,-1%,3%,0%,-6%,0%,-1,-1%[46.1 µM],-1%
CCOc1ccc(S(=O)(=O)NCCC(=O)NCC(c2ccc(F)cc2)N2CCOCC2)cc1 (centres undefined),0%,6%,x,x,2%,x,1%,10,-3%,-3%
Cc1ccc(S(=O)(=O)N2CCC(C(=O)N[C@H](C(=O)NCC3CCCO3)C(C)C)CC2)cc1 (some centres undefined),-2%,-2%,-4%,-8%,1%[7.66 µM],-9%,31%,24,3%,2%
CN(C)S(=O)(=O)c1ccc(NC(=O)COc2ncnc3c2cnn3-c2ccccc2)cc1,0%,-27%,13%,8%,4%,-6%,4%,6,-12%[46.1 µM],-8%
CC(C)N(C(=O)c1sc2cc([N+](=O)[O-])ccc2c1Cl)C(C)C,-4%,-4%,7%,1%,0%,u,5%,6,-8%,-1%
CC(=O)c1cccc(NC(=O)C2CC(=O)N(C3CCCC3)C2)c1 (centres undefined),1%,0%,x,x,-25%,x,16%,-19,4%,x
O=C(O)CCCNCc1ccccc1F,-1%,1%,-2%,22%,14%,u,8%,0,-1%,-4%

# Screens deposited in PubChem BioAssay by National Center for Advancing Translational Sciences (NCATS).

# The list is partial; rates above refer to the full screens.
